# Bcl-xL primary: Bcl-xL (human) inhibition. Q07817. GST-Bcl-xL / FITC-Bim BH3 peptide fluorescence polarization. inhibition, % at 10.9 µM. 320,000 compounds, 0.7% hits. AID 2129;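 active = inhibition above the mean of all tested compounds plus 3 SD, cutoff set per campaign, cut at about 30% in these data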;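 also: 0% = DMSO wells and 100% = unlabeled Bim-BH3 peptide competitor; inhibitors lower millipolarization by displacing the labeled peptide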
# MCL1 BIM primary: MCL1-BIM-BH3 interaction inhibition (human) | Q07820 | GST-MCL1 / FITC-Bim-BH3 fluorescence polarization | inhibition, % at 10.9 µM | 320,000 compounds, 0.68% hits | AID 2057;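 active = inhibition above the mean inhibition of all tested compounds plus 3 SD, set per campaign, cut at about 40% in these data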;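 also: 0% = DMSO wells and 100% = unlabeled Bim-BH3 peptide control; higher means more loss of mP so more displacement of Bim peptide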
# Fam108B counter: counter-screen for RBBP9 inhibitors: inhibitors of mouse Fam108B; recombinant Fam108B, FP-Rh probe fluorescence polarization; inhibition, % at 9.51 µM; 300,000 compounds, 0.33% hits;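 active = inhibition above the screen mean inhibition plus 3 SD, computed separately per campaign, cut at about 18% in these data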;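 also: inhibitors lower polarization as less probe binds the enzyme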
# GRK2 aptamer HTS: human GRK2 inhibition via aptamer displacement. AID 488847. bead flow cytometry, FAM-aptamer displacement from GRK2. inhibition of aptamer binding, % at 10 µM. P25098. 330,000 compounds, 0.59% hits;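 active = inhibition of aptamer binding above 40%, roughly 3 SD of noise, on plates passing a quality check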;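 also: median bead fluorescence of bound FAM aptamer so fluorescent compounds give negative values; no value below 0 was filed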
# Efflux pump inh: blocks antifungal efflux pumps in multiplex yeast assay; 330,000 compounds, 0.44% hits; S. cerevisiae Candida pump triplex, Nile Red efflux; inhibition, % at 10 µM; AID 485275;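 active = plate passing quality check with inhibition over a set limit, or well fluorescence over plate mean plus 4 SD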;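 also: Nile Red retained in pooled yeast measured as flow cytometry median fluorescence; 0% = buffer negative control and 100% = Enniatin B positive control; higher means more Nile Red kept so more efflux inhibition; some compounds called inactive have numbers as strong as hits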
# GLD-1 TGE inh: GLD-1-TGE RNA interaction inhibition (C. elegans). Q17339. purified GLD-1 + fluorescein TGE RNA, fluorescence polarization. inhibition, % at 5.96 µM. 320,000 compounds, 0.44% hits. AID 2280;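 active = percent inhibition above a per-plate cutoff, the plate mean of test compounds plus 3 SD, cut at about 30% in these data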;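 also: 0% = DMSO wells with GLD-1 and probe and 100% = wells lacking GLD-1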
# Target sequence (Q17339 whole entry, looked up): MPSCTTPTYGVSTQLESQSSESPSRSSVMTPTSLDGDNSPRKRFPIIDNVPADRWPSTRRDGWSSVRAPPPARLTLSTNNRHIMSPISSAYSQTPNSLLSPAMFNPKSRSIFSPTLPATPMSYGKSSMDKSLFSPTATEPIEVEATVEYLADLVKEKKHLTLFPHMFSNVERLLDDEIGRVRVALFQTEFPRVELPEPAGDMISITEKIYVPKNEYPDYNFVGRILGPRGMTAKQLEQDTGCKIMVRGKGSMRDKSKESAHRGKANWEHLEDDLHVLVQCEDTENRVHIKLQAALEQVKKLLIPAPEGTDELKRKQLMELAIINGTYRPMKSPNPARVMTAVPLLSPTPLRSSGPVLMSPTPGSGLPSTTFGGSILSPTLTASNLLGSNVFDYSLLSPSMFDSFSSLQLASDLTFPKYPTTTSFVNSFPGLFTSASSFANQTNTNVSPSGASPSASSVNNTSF
# PME-1 inh: PME-1 (human) inhibition; recombinant PME-1, FP-Rh probe fluorescence polarization; inhibition, % at 5.9 µM; 320,000 compounds, 0.53% hits;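 active = inhibition above the campaign mean of all compounds plus 3 SD, cut at about 26% in these data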;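 also: competitive labeling of PME-1 active site by serine hydrolase directed probe; 0% = PME-1 with DMSO and 100% = wells lacking PME-1 enzyme; inhibitors block probe labeling so polarization falls and inhibition rises; many of its hits are not listed in these tables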
# VLA-4 inh: inhibition in a human VLA-4 binding assay; P13612; VLA-4 expressing cells, ligand binding flow cytometry; inhibition, % (about 7 µM as worked out from the volumes in the protocol); 330,000 compounds, 0.2% hits; in the data active = inhibition above about 50%
# MEX-5 binding: C. elegans MEX-5 TCR-2 RNA binding activity; Q9XUB2; MEX-5/FITC-TCR2 RNA binding, fluorescence polarization; stronger effect = lower value; activity score (negative = inhibition of binding), % at 10 µM; 300,000 compounds, 0.38% hits; AID 1832;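 active = inhibition past about -25% in most replicates, and total fluorescence under double the plate's negative control median, limit read from the data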;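 also: 0% = DMSO and -100% = 5 µM competing unlabeled TCR2 RNA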
# Target sequence (Q9XUB2 whole entry, looked up): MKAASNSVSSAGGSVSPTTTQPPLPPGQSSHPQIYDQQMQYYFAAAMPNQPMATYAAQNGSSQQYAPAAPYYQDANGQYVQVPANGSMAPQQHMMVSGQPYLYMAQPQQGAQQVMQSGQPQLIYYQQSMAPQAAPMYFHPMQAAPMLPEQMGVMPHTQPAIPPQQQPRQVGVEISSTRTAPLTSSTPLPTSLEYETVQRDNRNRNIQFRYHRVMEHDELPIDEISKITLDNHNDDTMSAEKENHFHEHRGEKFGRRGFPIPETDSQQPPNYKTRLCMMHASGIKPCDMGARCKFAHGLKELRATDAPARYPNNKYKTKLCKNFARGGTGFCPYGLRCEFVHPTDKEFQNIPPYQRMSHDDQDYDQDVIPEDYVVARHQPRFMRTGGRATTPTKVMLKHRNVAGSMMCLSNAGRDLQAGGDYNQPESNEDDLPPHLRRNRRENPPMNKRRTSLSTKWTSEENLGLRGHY
# Active calls of the source: *; . = not tested or not shown.
SMILES,Bcl-xL primary,MCL1 BIM primary,Fam108B counter,GRK2 aptamer HTS,Efflux pump inh,GLD-1 TGE inh,PME-1 inh,VLA-4 inh,MEX-5 binding
CCCCCCCCC(=O)NC(NC(=S)N1CCOCC1)C(Cl)(Cl)Cl (stereo not drawn),7,10,4,2,0.2,3,-5,-8,2.2
CCCCOC(=O)c1ccc(NC(=O)C(=O)NCc2cccnc2)cc1,6,4,-1,0,0.5,-4,-12,0,1.7
Nc1c(-c2ccc(Cl)cc2)cnc2ncnn12,1,2,4,3,0.0,0,-2,23,0.8
COc1cc(/C=C/[N+](=O)[O-])ccc1OC(=O)/C=C/c1ccc(F)cc1,4,0,-3,4,0.1,-3,-6,31,-1.5
Cc1cc(C)c2c(N)c(C(=O)N/N=C/c3ccccc3)sc2n1,2,9,3,0,0.1,-2,22,14,-2.8
CCOc1ccc(S(=O)(=O)NCCC(=O)NCc2ccc(OC)c(OC)c2)cc1,3,-3,.,0,-0.2,1,-1,11,.
Cc1[nH]c2ccccc2c1CC(=O)O,7,13,1,4,0.1,10,0,-3,-0.5
Cc1ccc2cc(C(c3nnnn3C3CCCC3)N3CCOCC3)c(=O)[nH]c2c1C (stereo not drawn),1,1,-4,0,-0.1,8,-1,8,-0.8
COc1ccccc1N1CCN(CCCC(=O)c2ccc(F)cc2)CC1,1,-6,-6,0,-0.2,0,-9,2,0.5
CC1CN(c2nc3ccccn3c(=O)c2C=O)CC(C)O1 (stereo not drawn),1,1,0,0,-0.1,1,-7,-6,-3.3
Cc1ccc(NC(=O)CS(=O)Cc2nc(-c3ccc(C)cc3)oc2C)cc1 (stereo not drawn),-1,-2,-1,1,0.1,7,3,2,-1.2
CCOc1ccc2oc(C(=O)N3CCN(c4ccccn4)CC3)c(C)c2c1,.,.,.,1,0.3,.,.,11,-0.7
CCc1ccc(/C=C(/C#N)C(N)=S)s1,4,8,0,2,0.0,0,5,22,-0.8
COc1cccc2c1OC1(C)CC2NC(=O)N1 (stereo not drawn),-2,-2,1,1,-0.1,7,-1,11,1.3
CCOC(=O)Cc1csc(NC(=O)COc2ccccc2OCC)n1,3,-2,-2,0,0.2,-2,1,1,-1.3
CCN(CC)C(=S)SC1CCCCN(C(=O)c2ccc(F)cc2)C1=O (stereo not drawn),3,1,1,4,-0.3,1,7,0,1.8
NCCN1C(=O)S/C(=C\c2ccc3c(c2)OCO3)C1=O,4,5,-3,0,0.4,1,3,1,-5.6
O=C(CN1C(=O)c2ccccc2C1=O)Nc1cccc(O)c1,7,6,4,3,0.2,8,-2,12,0.1
O=C(Cn1cnc2nc3n(c2c1=O)CCC3)NCc1ccccc1,-2,-6,-5,4,-0.2,10,-6,7,-0.5
CCOC(=O)c1snc2c(=O)[nH]cnc12,3,3,-3,2,0.0,-3,0,-1,-1.3

# Gathered by group, those above containing a Cl atom
SMILES,Bcl-xL primary,MCL1 BIM primary,Fam108B counter,GRK2 aptamer HTS,Efflux pump inh,GLD-1 TGE inh,PME-1 inh,VLA-4 inh,MEX-5 binding
CCCCCCCCC(=O)NC(NC(=S)N1CCOCC1)C(Cl)(Cl)Cl (stereo not drawn),7,10,4,2,0.2,3,-5,-8,2.2
Nc1c(-c2ccc(Cl)cc2)cnc2ncnn12,1,2,4,3,0.0,0,-2,23,0.8

# (next part)
SMILES,Bcl-xL primary,MCL1 BIM primary,Fam108B counter,GRK2 aptamer HTS,Efflux pump inh,GLD-1 TGE inh,PME-1 inh,VLA-4 inh,MEX-5 binding
CCN(C[C@H]1N[C@@](CC)(C(=O)OC)[C@H]2C(=O)N(C)C(=O)[C@@H]12)C(=O)c1ccc(C(C)(C)C)cc1,.,.,.,2,-0.2,-3,.,46,.
CCN(CC)S(=O)(=O)c1cccc(C(=O)NCCCN2CCOCC2)c1,2,-3,-2,0,-0.2,7,4,17,0.7
Cc1ccn2c(CNC(C)CCn3cccn3)c(C(=O)N3CCCCCC3)nc2c1 (stereo not drawn),5,2,2,0,0.2,4,-8,-3,-2.4
CC(=O)Nc1nn(C)c2nc3ccc(C)cc3cc12,6,0,-2,1,0.2,0,1,-84,0.8
COc1cc(OC)cc(C(=O)NC(C(=O)OCn2nnc3ccccc3c2=O)C(C)C)c1 (stereo not drawn),0,-5,.,6,0.1,-4,3,3,.
COc1ccccc1NS(=O)(=O)c1cc(NC(=O)c2ccco2)ccc1N1CCOCC1,0,-4,-2,1,0.0,-5,-1,-3,0.4
CCc1nnc(NC(=O)c2nc(S(=O)(=O)Cc3ccc(C)cc3)ncc2Cl)s1,1,-3,-1,0,-0.2,-5,-6,0,-2.2
CCOC(=O)N1CCN(C(=O)COC(=O)c2ccc(Cl)nc2)CC1,.,.,.,0,0.2,-3,.,-3,.
O=C(CCCN1C(=O)/C(=C/c2cccs2)SC1=S)NNC(=O)c1ccccc1O,4,8,-11,0,-0.2,1,-22,14,-3.0
CC1=C(C(=O)OCc2ccccc2)C(c2ccc(Br)cc2)NC(=O)N1CCCC(=O)O (stereo not drawn),6,4,-5,0,0.0,6,-1,5,1.4
CCn1ncc(Br)c1C(=O)Nc1ccn(C23CC4CC(CC(C4)C2)C3)n1,1,1,0,0,0.2,-8,4,-3,-2.4
CCOC(=O)C1=C(C)N(C)C(C)=C(C(=O)OCC)C1c1ccc(Cl)cc1,9,3,0,4,-0.1,1,3,44,0.1
CCC(C)c1ccccc1OCCCN(C)Cc1ccccc1 (stereo not drawn),0,0,-4,0,0.0,6,1,21,-1.8
COc1ccc(OC)c(/C=N/NC(=O)c2[nH]nc3c2CCc2ccccc2-3)c1,2,6,-11,0,0.0,0,-50,-2,-2.5
CCC(NC(=O)Nc1cc(OC)c(OC)c(OC)c1)(C(F)(F)F)C(F)(F)F,6,7,2,6,0.0,2,6,-7,-0.6
Cc1ccc2c(c1)N(CC(=O)N1CCCC(C)C1)C(=O)CO2 (stereo not drawn),-1,-5,1,6,0.3,-1,-9,5,0.8
Cc1c(C(=O)O)cccc1[N+](=O)[O-],2,3,.,1,0.1,0,-8,10,.
COC(=O)c1ccc(CSc2ccc3nnc(-c4cccc(F)c4)n3n2)o1,7,-2,0,3,0.0,10,10,38,-3.3
CCn1cc(C(=O)NCCc2ccc(OC)c(OC)c2)c(=O)c2cc(S(=O)(=O)N3CCOCC3)ccc21,3,-1,3,0,0.0,2,-5,19,-0.2
O=C(COc1ccc(Br)cc1)Nc1ccc(C(=O)Nc2ccccc2C(=O)O)cc1,-7,7,-8,3,1.2*,2,-37,-20,4.4
CC(NC(=O)c1ccc(CS(=O)(=O)Cc2ccccc2F)o1)c1ccc2c(c1)OCCO2 (stereo not drawn),3,4,-5,0,-0.1,-2,2,-3,1.0
COc1cccc(CN(C)C(=O)c2ccc(NS(=O)(=O)c3ccc4[nH]c(=O)[nH]c4c3)cc2)c1OC,4,-2,-2,0,-0.1,-2,8,20,-3.3
Cc1cccc(-n2cc(C(=O)O)c(=O)cc2C)c1,4,13,-1,2,-0.1,6,4,1,-1.7
O=C(CCC(=O)OCC(=O)c1ccc([N+](=O)[O-])cc1)NC1CCCCC1,3,-6,8,0,0.2,5,2,0,1.6
CC(NS(=O)(=O)c1ccc(OCC(=O)NCc2ccccn2)cc1)c1ccccc1 (stereo not drawn),4,0,1,1,-0.1,0,-1,6,0.1
Cn1c(CCC(=O)OCC(=O)NCC(F)(F)F)nc(=O)c2ccccc21,-2,3,0,0,-0.1,-2,3,1,1.1
N#C/C(=C/c1ccc(F)cc1)c1nc(CCN2C(=O)c3ccccc3C2=O)cs1,7,5,2,0,-0.1,2,0,-2,-0.8
Cc1ccc(-c2nnc(C)c(N3CC(C)OC(C)C3)n2)cc1 (stereo not drawn),3,6,10,0,0.1,0,-8,12,-0.9
CN(C)c1ccc(C(C(=O)NC2CCCC2)N(Cc2cccnc2)C(=O)c2snc(C(N)=O)c2N)cc1 (stereo not drawn),3,1,0,0,-0.1,-4,-1,6,1.5
O=C(NC1CCCC1)C1CC(=O)N(c2ccc(F)c(Cl)c2)C1 (stereo not drawn),9,6,2,0,0.0,3,-1,-4,-1.0
CCC(C)n1c(SCC(=O)Nc2cc(C)on2)nc2ccccc2c1=O (stereo not drawn),1,-3,0,0,0.0,-5,6,1,-2.6
CC(Oc1ccccc1)C(=O)N=C1SC2CS(=O)(=O)CC2N1Cc1ccccc1 (stereo not drawn),4,4,3,0,-0.2,1,-3,-2,-1.0
COC(=O)c1sccc1S(=O)(=O)Nc1ccc(N2CCCCC2)cc1,1,-2,3,1,0.0,0,3,-1,-0.5
COc1ccccc1/C=C/C(=O)OCC(=O)Nc1ccc2c(c1)OCCO2,0,1,.,2,0.1,0,-4,8,.
O=C(NCC1COCCO1)c1ccc2nc(Cc3cccc(Cl)c3)oc2c1 (stereo not drawn),-3,1,2,0,0.2,2,2,3,5.9
COc1cccc(-c2ccc(NC(=O)C3CCCN(Cc4cnc(N(C)C)s4)C3)cc2)c1 (stereo not drawn),5,7,0,0,-0.3,3,-3,0,-5.6
Clc1ccc(-c2csc(N3CCN(c4ccccc4)CC3)n2)cc1,-6,-4,3,2,-0.1,3,-8,2,-0.2
CC1CC(C)(C)NC(=S)N1CCCC(=O)Nc1ccc(Cl)cc1 (stereo not drawn),2,-1,1,3,0.3,0,-2,8,2.9
COc1ccc(-n2ncc(C(C)NS(=O)(=O)c3ccc(C)s3)c2C)cc1 (stereo not drawn),6,1,1,2,-0.7,-1,7,1,-0.1
COc1cccc(CN2CCNC(=O)C2CC(=O)NCc2cc(C(C)C)no2)c1 (stereo not drawn),7,3,-1,2,0.0,21,-8,-3,-2.1
COCCNC(=S)NNC(=O)c1cc(-c2cccnc2)nc2ccccc12,.,.,.,4,0.0,.,.,-3,0.5
CCOC(=O)C1CCN(C(=S)Nc2cc(OC)c(OC)cc2C(=O)OC)CC1,7,12,4,0,-0.1,-8,7,0,-3.5
Cc1cc(-n2nc(C)cc2C)n2nc(C)c(-c3ccccc3)c2n1,6,4,2,3,0.2,-3,6,18,0.1
CSc1ccc(/C=C/c2ccc3cccc(O)c3n2)cc1,10,5,-1,0,0.7,2,3,13,-4.4
COc1ccc(NC(=O)C(c2cc3c(cc2[N+](=O)[O-])OCO3)N(C)Cc2ccccc2)cc1 (stereo not drawn),1,9,3,2,-0.6,5,-8,-1,0.4
O=C(OCC(=O)N(Cc1ccccc1)Cc1ccccc1)c1ccccc1O,3,8,.,0,0.0,0,-4,19,.
CN(c1ccccc1)S(=O)(=O)c1nnc(NC(=O)c2ccco2)s1,4,6,1,2,0.0,2,-2,3,-1.9
Nc1n[nH]c2c1C1(CCCC1)Cc1ccccc1-2,1,2,1,0,-0.1,0,1,-14,-0.2
COc1ccc(OCCC(=O)NC2=NCCS2)cc1,3,1,2,0,-0.3,3,4,2,2.4
O=C1C(Cc2ccccc2)Nc2ncnc(N3CCc4ccccc4C3)c2N1Cc1ccccc1 (stereo not drawn),.,.,.,2,0.2,2,.,-5,.
Oc1ccc(/C=N/Nc2ccc(C(F)(F)F)cn2)cc1,4,9,3,2,-0.1,2,10,0,-1.8
CCCc1noc2c1/C(=N\O)CCC2,6,6,4,0,-0.2,1,2,0,-0.7
COc1ccc(-n2c(Cn3c(=O)sc4ccccc43)nnc2SCC(=O)N2CCOCC2)cc1,-1,-2,2,0,-0.1,5,-4,45,.
CN1CCN(c2nc(N3CCN(CCO)CC3)nc3ccccc23)CC1,6,5,-5,2,-0.1,4,1,5,-0.3

# The list is partial. The share of hits here may be higher or lower than overall.
